USP1-UAF1 inh: USP1/UAF1 (human) deubiquitinase inhibition | Potency, µM (series often up to 57.1 µM), for inactives: top-dose activity change, negative = inhibition, actives largely listed as inhibitors | AID 743255 | recombinant USP1/UAF1, Ub-Rhodamine cleavage fluorescence | hit rate 0.23% among 390,000; further: potency means the concentration at half of the fitted maximal effect; on the % scale 0 is the no-effect control and ±100 the full control effect; nearly all actives have a fitted effect of over 60% in size; inactives centre near -12
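High-throughput fluorogenic screen: 1nM USP1/UAF1 complex, Ub-Rho substrate 150nM final, 50mM HEPES pH 7.8 with 0.5mM EDTA, 0.1 mg/ml BSA, 1mM TCEP and 0.01% Tween-20.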
Vif-A3G inh: Vif-A3G binding inhibition. Q9HC16. HeLa A3G-eYFP + Vif (tagged APOBEC3G with the HIV-1 protein that degrades it), YFP fluorescence, overnight. Potency, µM (doses to about 46.1 µM), for inactives: top-dose activity, negative = active, actives largely listed as inhibitors. hit rate 0.076% among 410,000;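 further: potency means the concentration at half of the fitted maximal effect; on the % scale 0 is the no-effect control and ±100 the full control effect; nearly all actives have a fitted effect of over 60% in size; hits raise eYFP signal because A3G escapes Vif-driven loss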
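HeLa cells stably expressing Vif and C-terminally eYFP-tagged A3G, seeded overnight at 37 deg C, then exposed to compound by pintool overnight at 37 deg C. Rise in yellow fluorescence (Ex 488/Em 500-530, Acumen) marks blocked Vif-driven A3G degradation.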
Vif-APOBEC3F blk: Vif-A3F binding inhibition | Potency, µM (titrated, usually from 46.1 µM), for inactives: at the highest dose activity, negative = active | HeLa A3F-eYFP + Vif (tagged APOBEC3F with the HIV-1 protein that degrades it), YFP fluorescence increase | hit rate 0.2% among 390,000; further: potency means the concentration at half of the fitted maximal effect; % of control where 0% means no effect; nearly all actives have a fitted effect of over 65% in size
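Fluorescence increase (Ex 488/Em 500-530) after overnight compound treatment at 37 deg C flags inhibition of Vif-driven A3F-eYFP loss in stable HeLa A3F-eYFP/Vif cells seeded overnight beforehand.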
Glioma ERSR ind: ER stress response induction in glioma | Potency, µM, for the others: at the highest dose activation, most hits filed as activators | U87-MG GRP78 promoter luciferase reporter, 16 h | hit rate 0.02% among 420,000; further: potency means the concentration at half of the fitted maximal effect; series mostly up to about 76 µM; % of control where 0% means no effect; nearly all actives have a fitted effect of over 35% in size
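ERSR induction read as luciferase luminescence (Bright-Glo, 10 min at room temperature) in stably transfected human U87-MG glioma cells exposed to compounds for 16 h, using GRP78 as sensor.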
TrxR1 substrate: substrates of rat thioredoxin reductase 1; purified TrxR1 substrate turnover, NADPH consumption readout; AID 588456; Potency, µM (series often up to 114 µM), for the others: top-dose activity change, negative = substrate turnover; O89049; hit rate 0.01% among 390,000; further: potency means the concentration at half of the fitted maximal effect; on the % scale 0 is the no-effect control and ±100 the full control effect; nearly all actives have a fitted effect of over 50% in size
Target sequence (O89049 whole entry, looked up): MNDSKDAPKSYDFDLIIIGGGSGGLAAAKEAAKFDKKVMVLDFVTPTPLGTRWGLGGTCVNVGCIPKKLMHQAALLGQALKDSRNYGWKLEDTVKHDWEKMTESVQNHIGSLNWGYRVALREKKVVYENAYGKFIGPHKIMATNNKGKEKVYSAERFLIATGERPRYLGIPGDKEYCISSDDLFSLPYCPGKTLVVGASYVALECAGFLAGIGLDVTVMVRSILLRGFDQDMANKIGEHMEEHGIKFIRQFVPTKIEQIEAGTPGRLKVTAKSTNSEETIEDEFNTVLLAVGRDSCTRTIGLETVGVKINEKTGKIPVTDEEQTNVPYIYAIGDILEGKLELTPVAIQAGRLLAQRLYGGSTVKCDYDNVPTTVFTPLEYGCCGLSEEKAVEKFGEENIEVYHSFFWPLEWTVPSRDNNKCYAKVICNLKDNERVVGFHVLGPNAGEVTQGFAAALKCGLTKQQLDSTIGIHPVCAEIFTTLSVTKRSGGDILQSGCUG
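Rat TrxR1, dispensed at 90 nM, was prereduced with 400 uM NADPH (final) for 5 min at ~22 deg C, then incubated with compound 15 min before 400 uM selenite. A first-read NADPH fluorescence drop versus no-compound background flagged substrates.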
mIDH1 inhibitor: inhibitors of human mutant IDH1 R132H; IDH1-R132H enzyme, NADPH consumption, diaphorase/resazurin fluorescence; Potency, µM (titrated, usually from 76.6 µM), for inactives: at the highest dose activity change, negative = inhibition, hits mostly inhibitors; hit rate 0.093% among 390,000; further: potency means the concentration at half of the fitted maximal effect; on the % scale 0 is the no-effect control and ±100 the full control effect; nearly all actives have a fitted effect of over 65% in size
Target sequence (O75874 whole entry R132H, stated change not applied): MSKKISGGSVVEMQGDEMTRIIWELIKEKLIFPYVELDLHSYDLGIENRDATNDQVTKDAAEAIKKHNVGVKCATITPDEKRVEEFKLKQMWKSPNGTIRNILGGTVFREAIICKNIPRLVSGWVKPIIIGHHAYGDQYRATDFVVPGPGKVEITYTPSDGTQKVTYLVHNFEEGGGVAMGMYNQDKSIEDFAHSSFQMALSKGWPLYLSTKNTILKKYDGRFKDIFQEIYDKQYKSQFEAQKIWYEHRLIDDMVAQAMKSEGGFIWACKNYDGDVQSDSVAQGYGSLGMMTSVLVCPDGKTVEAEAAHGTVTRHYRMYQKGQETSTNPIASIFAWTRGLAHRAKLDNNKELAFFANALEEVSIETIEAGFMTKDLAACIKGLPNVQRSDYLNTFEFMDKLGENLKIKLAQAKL
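IDH1-R132H (0.5 ug/mL dispensed) in pH 7.5 Tris buffer was preincubated 30 min with compound, then given a substrate mix of 0.016 mM NADPH and 2 mM alpha-KG for 80 min at room temperature; remaining NADPH was read by diaphorase/resazurin fluorescence.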
PI4K2A inh: PI4K2A (human) kinase inhibition; Q9BTU6; purified PI4K2A, ADP-Glo luminescence, 1 h; stronger effect = lower value; activity change, negative = inhibition, % at 76.9 µM; hit rate 0.13% among 420,000; in the data active means activity change below about -50%; inconclusive means mostly about -30% to -49%;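 further: -100% = wells without enzyme as full effect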
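PI4K2A activity was measured by ADP-Glo luminescence: enzyme (4 ug/mL stock) and phosphatidylinositol (1.2 mM stock) in Tris pH 7.5/MgCl2/EGTA/Triton X-100 buffer were reacted with ATP (300 microM stock) for one hour at ambient temperature.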
RXFP1 ag: RXFP1 (human) receptor agonism; AID 2676; HEK293T-RXFP1 cAMP TR-FRET, 30 min; response scale: percent of porcine relaxin response, buffer zero; Potency, µM (highest dose often 57.5 µM), for the others: top-dose activation, actives largely listed as activators; hit rate 0.3% among 370,000; Q9HBX9; further: potency means the concentration at half of the fitted maximal effect; on the % scale 0 is the no-effect control and ±100 the full control effect; nearly all actives have a fitted effect of over 60% in size; many of its hits are not listed in these tables
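HEK293T cells stably expressing RXFP1 were pretreated with the PDE4 inhibitor Ro 20174, exposed to compounds for 30 min at 37C, lysed, and cAMP was read by TR-FRET. Data normalized to buffer (basal) and 29 nM porcine relaxin (100%).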
LDHA inh: inhibitors of human lactate dehydrogenase A; P00338; purified LDHA, NADH/diaphorase-resazurin fluorescence; stronger effect = lower value; activity change, % (values are at about 110 or 230 µM); hit rate 0.15% among 480,000; in the data active means activity change below about -30%; inconclusive means mostly about -25% to -30%;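 further: plate controls were DMSO wells for no effect and wells without enzyme for full effect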
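LDH5 2 nM; NADH 0.06 mM, pyruvate 0.2 mM; 200 mM Tris pH 7.4, EDTA, Tween-20; 5 min RT. Detection: diaphorase 0.133 mg/mL + resazurin 37 µM, fluorescence ex540/em590 at 0 and 20 min; normalized to enzyme-free and DMSO wells.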
* = called active by the depositor; ? = inconclusive; . = no result given; & = joins results of further samples; [ ] = dose if it differs, or a comment. Unless noted, the call rests on the fitted dose curve; in most records, active means well fitted curve in the direction sought with a large enough effect; inconclusive means small, poorly fitted or top-dose-only effect, or another doubt; inactive means no such curve, though single readings can be large; an effect the other way counts as inactive or inconclusive.

Sequence of screens: USP1-UAF1 inh, Vif-A3G inh, Vif-APOBEC3F blk, Glioma ERSR ind, TrxR1 substrate, mIDH1 inhibitor, PI4K2A inh, RXFP1 ag, LDHA inh
COc1ccc(CN2CCCC(C(=O)c3ccc(Cl)cc3)C2)c(O)c1 (configuration not stated)
  -1%, -2%, 9%, -2%, -8%, 6%, 1, 0.2%, 4
C=CCOC(Cn1ccnc1)c1ccc(Cl)cc1Cl (configuration not stated)
  -6%, 3%, -1%, 4%&-2%, 0%, -3%, -3&3, 1.4%, -9
C[C@@H]1CCC2[C@@H](C)C(=O)O[C@@H]3OC4(C)CCC1[C@@]23OO4 (some centres not stated)
  29%, -6%, -1%, -1%, 6%[57.1 µM], -4%, -3, ., -6
O=C(COc1ccccc1)N1CCN(CCN2C(=O)c3cccc4cccc(c34)C2=O)CC1
  -8%, 1%, 2%, -3%, 1%[57.1 µM], 5%, 3, 0.4%, -5
O=c1[nH]/c(=C\c2ccc(N(CCCl)CCCl)cc2)c(=O)[nH]/c1=C\c1ccc(N(CCCl)CCCl)cc1
  ., -1%, ., -2%, -1%, ., ., ., 0
BrCC1C[n+]2c(SCc3ccccc3)nc3sc4c(c3c2O1)CCCC4 (configuration not stated)
  -9%, 0%, 1%, -2%, 5%[57.1 µM], 0%, -2, 3.7%, -2
Cc1ccc(C(=O)O)cc1N=Nc1c(O)[nH]c(=O)[nH]c1=O
  -17%, 1%, -1%, 0%, 1%[57.1 µM], 7%, -7, -0.4%, 1
CC(=Nc1ccc2c(c1)CCC2)c1c(O)n(-c2ccccc2)c(=O)[nH]c1=O
  -16%, -2%, -6%, -2%, 9%[57.1 µM], 1%, 1, 1.8%, 0
O=C1NC(=O)C(=Cc2ccc(N3CCN(C(=O)c4ccccc4)CC3)c([N+](=O)[O-])c2)C(=O)N1
  1%, 0%, -7%, 0%, -9%, 3%, -15, -0.6%, -20
CCCC(C)C1(CC)C(=O)NC(=Nc2ccccc2OC)NC1=O (configuration not stated)
  -5%, -1%, 0%, -2%, 4%, 1%, 5, 0.4%, -2
O=C(Nc1ccc(OC(F)(F)F)cc1)C1CCN(S(=O)(=O)c2cccs2)CC1
  4%, -4%, 2%, -1%, -14%, ?, -2, 4.9%, -3
CN1CC(C(=O)c2ccc(F)cc2)C(c2ccc(F)cc2)C1 (configuration not stated)
  -5%, 3%, 0%, -3%, -13%, -12%, 0, -2.0%, -10
CN(C(=O)Oc1ccc(C(=O)c2ccc(Cl)cc2)cc1)c1ccccc1
  -12%, 2%, 1%, -1%, 2%, 3%, -4, 1.7%, 1
OCCOCCO
  10%, 0%, -3%, -2%, -6%, 0%, 2, 2.6%, -15
CC(=O)/C=C/c1ccccc1
  -16%, -3%, -5%, -1%, 8%[57.1 µM], -9%, 1, ., -14
O=C(CCC(=O)N1CCC2(CC1)OCCO2)Nc1nnc(C2CCCCC2)s1
  -3%, 1%, 14%, -3%, -4%, -11%, -4, -0.8%, -5
CCN1C(=O)NC(=O)/C(=C\c2cn(CC(=O)N3CCCCC3C)c3ccccc23)C1=O (configuration not stated)
  -18%, -8%, -12%, -8%, -5%, 10%, -14, -4.4%, 0
O=C(Cn1ncc2c3ccccc3n(Cc3ccccc3F)c2c1=O)N1CCC2(CC1)OCCO2
  -13%, -1%, -1%, 0%, -3%, 3%, -14, 0.4%, -7
O=C1C2CCCN2C(c2cccs2)N1c1ccccn1 (configuration not stated)
  -13%, -7%, -6%, 0%, 1%, 2%, 4, 1.2%, -13
CCC(=NCc1ccco1)c1c(O)n(C2CCCCC2)c(=O)[nH]c1=O
  -19%, 3%, -3%, -6%, -3%, 5%, -7, 1.9%, 1
Cc1ccc(/C=C2\C(=O)NC(=O)N(CCc3ccc(F)cc3)C2=O)o1
  -25%, -10%, -13%, -1%, 2%, 7%, ?, -0.9%, -6
CC1=CC(=O)C2=C(C)CC(O)C3C(C)C(=O)OC3C12 (configuration not stated)
  -11%, 0%, 1%, -3%, 4%, 0%, -9, 0.9%, -4
O=P(O)(O)COc1ccccc1O
  3%, 0%, 0%, -3%, 5%, 0%, -2, 0.2%, 12
Fc1ccc(C[n+]2c(-c3ccccc3)cc(-c3ccccc3)cc2-c2ccccc2)cc1
  5%, -7%, -4%, 1%, 19%, -1%, 3, 0.1%, ?
CN(C)C(CNC(=O)Cc1c(Cl)cccc1Cl)c1ccccc1 (configuration not stated)
  -6%, 0%, 17%, -2%, 2%, 1%, 3, 1.5%, -5
CC1CC(C)CC(C)C(O)C(C#N)=CC=CCC(C2CCCC2C(=O)O)OC(=O)CC(O)C(C)C1 (configuration not stated)
  -7%, -17%, 1%, -9%, 4%[11.4 µM], 7%, -4, ., 3
Cc1ccccc1-n1c(-c2ccco2)nc2ccccc2c1=O
  -5%, -1%, -2%, -2%, -10%, -2%, 1, 1.2%, -5
CN1Cc2ccccc2-n2nncc2C1
  -4%, 5%, 2%, -2%, -5%, -2%[38.3 µM], -2, ., -8
Nc1ncc2[nH]cnc2n1
  -26%&-14%, -4%&1%, -3%&4%, -1%&0%&-2%, 8%&49%, -8%&17%, -4&-8, ?, -7&-8
O=C(O)C(Cc1cnc[nH]1)NS(=O)(=O)c1ccc(Cl)cc1 (configuration not stated)
  -18%, 5%, 2%, -4%, -1%, 8%, 7, -1.5%, -4
O=c1[nH]c2ccccc2o1
  7%, 0%, 1%, -3%, -6%, 2%, 4, -0.7%, -7
OCCOc1ccccc1
  -20%, 0%, 3%, -2%&-3%&-3%, 7%[57.1 µM], -7%, -1&-3, 1.0%, 2
O=C(O)CCn1cc(C=C2C(=O)NC(=S)NC2=O)c(-c2ccccc2)n1
  ?, 3%, -3%, -10%, 5%[57.1 µM], 1%, -13, 0.8%, -19
COC(=O)C1=C(c2ccc(C(C)=O)cc2)C[C@@H]2CC[C@H]1N2C(=O)NC1Cc2ccccc2C1
  -33%, 1%, 4%, -3%, 8%[57.1 µM], 4%, -4, 2.6%, 0
O=c1[nH]c(=O)n(C2CCCCCC2)c(O)c1C=NCCCN1CCOCC1
  2%, 1%, 3%, -5%, 4%[57.1 µM], -1%, 6, -0.3%, -9
O=[N+]([O-])c1ccc(Cl)c(Cl)c1Cl
  -18%, 1%, -4%, -3%, 0%, -9%, 0, 2.2%, -2
CCC1CCC(C)N(N=O)C1 (configuration not stated)
  -20%, 0%, 2%, -1%, -8%, 8%, -4, ., -2
Cc1cccc(-n2c(O)c(/C=N/Nc3nc4c(c(=O)n(C)c(=O)n4C)n3C)c(=O)[nH]c2=S)c1
  -26%, -5%, 0%, -4%, -22%, 9%, 0, 3.7%, 10
O=C1C=C(N2CC2)c2ccccc2C1=O
  7.1µM*, -14%, 7%, -10%, ., 23%, ?, ., 3
CNC(=O)OCCc1nccn1C
  -2%, 0%, 3%, -3%, -9%, 0%, 4, 2.6%, -4
Cc1ncc(CN2CCCC(C(=O)c3cccc(OC(C)C)c3)C2)s1 (configuration not stated)
  -20%, 0%, 4%, -3%, 4%, 1%, 12, -3.9%, -3
C[n+]1c2ccccc2nc2ccc(NCCO)cc21
  ?, -5%, 2%, -6%, -15%[57.1 µM], 18%, ?, 17%, 40
Cc1cccc(-n2c(O)c(C=Nc3ccc(Br)cn3)c(=O)[nH]c2=O)c1
  -10%, -3%, 5%, -4%, -4%[57.1 µM], -1%, 0, 0.0%, -8
Cc1cccc(N2C(=O)/C(=C/N3CCN(C(=O)c4ccco4)CC3)C(=O)NC2=S)c1
  -22%, 2%, -1%, 4%, -9%, -1%, -3, 1.3%, -3
CCCCCCn1c(=O)c(C(=O)Nc2nc(CC(=O)OCC)cs2)c(O)c2ccccc21
  -1%, -1%, -1%, -9%, 2%[57.1 µM], 1%, -3, -1.0%, -4
CCOc1cccc(C2NCc3ccccc3-n3cccc32)c1O (configuration not stated)
  -3%, 0%, 4%, -5%, 4%[57.1 µM], 1%, 9, -1.1%, 1
O=P(Nc1cccc(F)c1)(Oc1ccccc1F)Oc1ccccc1F
  -7%, -17%, 7%, -10%, -11%, 6%, 4, 0.4%, 0
CCN(CC)C(=O)c1ccc(NC(=O)COC(=O)c2ccc(Cl)s2)cc1
  -17%, -4%, 7%, -2%, 3%, -9%, 2, 0.1%, 0
CC(=O)C1C2c3ccccc3O[C@@]1(C)N=c1s/c(=C/c3ccoc3)c(=O)n12 (some centres not stated)
  -5%, -6%, -6%, -5%, -1%[57.1 µM], 3%, 2, -1.9%, -7
S=P(Nn1cnnc1)(c1ccccc1)c1ccccc1
  -10%, 2%, -4%, -4%, -1%, 6%, -7, -0.7%, -6
CCOc1ccc(N2C(=O)/C(=C\c3cccs3)C(=O)NC2=S)cc1
  -20%, ?, 2%, -15%, 23%[57.1 µM], 3%, -26, 1.6%, -9
O=C1NCN(c2ccccc2)C12CCN(C(c1ccccc1OC(F)(F)F)c1nnnn1Cc1ccccc1)CC2 (configuration not stated)
  ., -11%, ., 4%, ., ., 1, ., -5
CCCCCCn1c(O)c(/C=N/N2CCCCCC2)c(=O)[nH]c1=O
  -9%, 3%, 4%, -1%, 8%, -4%, 0, -1.8%, -9

Screening data (PubChem BioAssay)

These rows are one share of the data; count on the stated rates, not on these rows.
